GPR151 activ – activates the human receptor GPR151; Q8TDV0; PathHunter beta-arrestin GPR151 cells, luminescence; activation, % at 11.2 µM; 1% of 650,000 active; in the data active = activation above about 4.9%;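 also: 0% = median of compound wells and 100% = cells with positive control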
Target sequence (Q8TDV0 whole entry, looked up): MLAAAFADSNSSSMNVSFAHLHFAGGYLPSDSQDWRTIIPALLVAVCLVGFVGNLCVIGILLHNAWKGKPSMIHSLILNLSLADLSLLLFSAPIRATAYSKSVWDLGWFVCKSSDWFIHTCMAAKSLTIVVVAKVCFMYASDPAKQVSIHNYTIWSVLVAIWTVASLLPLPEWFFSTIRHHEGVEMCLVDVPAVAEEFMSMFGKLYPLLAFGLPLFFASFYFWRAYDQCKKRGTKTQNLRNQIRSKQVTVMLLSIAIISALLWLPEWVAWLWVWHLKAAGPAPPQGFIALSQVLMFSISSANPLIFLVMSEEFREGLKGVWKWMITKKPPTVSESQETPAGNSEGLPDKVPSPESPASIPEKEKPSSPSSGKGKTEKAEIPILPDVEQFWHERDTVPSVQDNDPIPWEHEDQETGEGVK
FBW7 act – activators of human E3 ligase FBW7; 0.13% of 650,000 active; AlphaScreen FBW7–phospho-cyclin E peptide binding, activator screen; normalized activity (activation), % at 26.1 µM; Q969H0; AID 1259310; in the data active = normalized activity above about 1.9%;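 also: purified mutant Fbw7 with reduced substrate affinity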
TEAD-YAP block – TEAD-YAP interaction inhibition | inhibition, % at 9.12 µM | 1.4% of 640,000 active | HEK-TIYL cells, TEAD-Gal4/YAP UAS-luciferase luminescence; in the data active = inhibition above about 32%;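 also: 0% = median of test compound wells and 100% = reference inhibitor wells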
MITF primary – human MITF inhibition, primary screen | O75030 | AlphaScreen MITF homodimerization, bead proximity signal | inhibition, % at 2.6 µM | 0.91% of 650,000 active | AID 1259374; in the data active = inhibition above about 50%;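 also: 0% = vehicle wells with protein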
Target sequence (O75030 whole entry, looked up): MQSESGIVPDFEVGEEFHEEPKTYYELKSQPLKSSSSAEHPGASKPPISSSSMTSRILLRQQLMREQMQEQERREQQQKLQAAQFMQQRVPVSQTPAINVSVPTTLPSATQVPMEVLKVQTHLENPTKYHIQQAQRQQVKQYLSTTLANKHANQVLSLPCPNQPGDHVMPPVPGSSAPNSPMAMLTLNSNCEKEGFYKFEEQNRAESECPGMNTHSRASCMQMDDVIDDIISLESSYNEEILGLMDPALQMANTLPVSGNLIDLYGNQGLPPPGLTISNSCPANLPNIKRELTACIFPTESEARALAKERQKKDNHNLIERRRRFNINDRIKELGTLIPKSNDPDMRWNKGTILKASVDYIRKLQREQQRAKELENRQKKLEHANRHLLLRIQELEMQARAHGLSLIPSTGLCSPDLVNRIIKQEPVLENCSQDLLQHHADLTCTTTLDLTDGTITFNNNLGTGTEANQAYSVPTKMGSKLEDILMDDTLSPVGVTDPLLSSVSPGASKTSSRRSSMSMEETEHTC
Starred values were filed as active, the others as inactive.

molecule | GPR151 activ | FBW7 act | TEAD-YAP block | MITF primary
O=C(CN(C1CCCCC1)S(=O)(=O)c1ccc(Cl)cc1)NC1CC1 | 1.6 | 0.0 | -1 | -14
Cc1cc(C)cc(N=c2c([N+](=O)[O-])nn(-c3ccc4c(c3)OCCO4)n2O)c1 | 2.1 | -0.3 | -3 | 9
O=C(Oc1ccc([N+](=O)[O-])cc1)c1ccc2c(c1)C(=O)N(c1ccc([N+](=O)[O-])cc1)C2=O | 0.0 | -0.2 | 0 | 1
COc1ccc(/C=C/C(=O)OCC(=O)NC(C)(C)C)cc1 | -0.6 | 0.0 | 0 | -2
COc1ccc(-c2cc(C(F)(F)F)n3nc(C(=O)NCCc4c[nH]c5ccccc45)cc3n2)cc1 | 1.3 | 0.0 | -2 | -3
COc1ccc(/C=C2/Sc3ccccc3N(CC(=O)O)C2=O)cc1 | -1.2 | -0.2 | -6 | 1
Cn1c(C(=O)OC(C(=O)NCc2ccco2)c2ccccc2)cc2occc21 (stereo not given) | -1.2 | 0.0 | -14 | -8
O=C(NCC1CCCO1)c1csc2c1CCCC2 (stereo not given) | 4.5 | 0.0 | -20 | -12
CCOC(=O)Nc1sc(C)c(C)c1C(=O)OC | 4.0 | -0.2 | 13 | -12
CC(C)(C)N(Cc1ccccc1)C(=O)CN1C(=O)C(=O)N(C2CCCC2)C1=O | -0.8 | -0.1 | 3 | 1
COc1ccc(COC(=O)C2=C(C)NC3=C(C(=O)CCC3)C2c2coc3ccccc3c2=O)cc1 (stereo not given) | 2.0 | -0.1 | 14 | -1
O=C1Cc2cc(S(=O)(=O)Nc3cccc([N+](=O)[O-])c3)cc3c2N1CCC3 | -0.6 | 0.0 | 2 | -11
CC(=O)N[C@@H](C)C(=O)N1Cc2cc(C)ccc2OC(C)C1 (stereo not given in full) | -0.6 | 0.1 | 0 | 2
CCCNC(=O)CCCn1c2ccccc2c2cn[nH]c(=O)c21 | -0.4 | 0.2 | -11 | 4
COC(=O)c1sc(NC(=O)c2ccc(C)c(C)c2)c(C(N)=O)c1C | -0.9 | -0.1 | -8 | 2
CCOC(=O)c1ccc(S(=O)(=O)N2CCC(C(N)=O)(N3CCCCC3)CC2)cc1 | 0.5 | 0.0 | 5 | -21
O=C(c1cnc(-c2ccccc2)nc1)N1CCCCC1 | 0.7 | 0.0 | -31 | 3
CC(C)(C)c1ccc(CSC2=Nc3ccccc3C3=NCC(=O)N23)cc1 | 1.0 | 0.0 | 2 | 3
O=C1C(=O)c2ncccc2-c2cccnc21 | -0.2 | -1.8 | 75* | 57*
Cc1ccc(C(=O)N(Cc2ccccc2)c2ccccn2)cc1[N+](=O)[O-] | -0.2 | 0.0 | -4 | -18
CNc1ccc(OC(F)F)cc1C(=O)c1ccccc1 | 0.0 | -0.1 | -3 | -2
Cc1cccc(N(CC(=O)Nc2cccnc2)S(=O)(=O)c2ccc(Cl)cc2)c1 | 0.1 | 1.0 | -8 | 16
COc1ccccc1C1C(C#N)=C(N)OC2=C1C(=O)CCC2 (stereo not given) | 3.0 | 0.1 | 4 | 6
COc1ccc(-n2nc3ccc(NC(=O)c4cc(Cl)ccc4OC)cc3n2)cc1 | 0.3 | 0.3 | -6 | 11
c1ccc2c(-c3cn4ccccc4n3)c[nH]c2c1 | 0.5 | -0.1 | -49 | -6
CC1=CC2=NC(=O)/C(=C\c3ccc(OCc4ccc(F)cc4)cc3)C(=N)N2O1 | -5.5 | 0.5 | -25 | 16
CC(=O)Nc1ccc(NC(=O)/C(=C/c2ccco2)NC(=O)c2ccccc2)cc1 | 1.2 | 0.1 | 1 | 4
Cc1ccc(NC(=O)c2ccc3ccccc3n2)nc1 | -0.7 | -0.1 | -31 | -4
COc1ccccc1OCc1cc(C(=O)N2CCCC(OC)C2)no1 (stereo not given) | -1.2 | -0.1 | -75 | -10
CCOCCOC(=O)C1=C(C)NC2=C(C(=O)CC(c3cccs3)C2)C1c1cc(OCC)c(O)c([N+](=O)[O-])c1 (stereo not given) | -0.1 | -0.1 | 11 | 8
COC(=O)c1ccccc1C(=O)N1CCOCCN(C(=O)c2ccccc2C(=O)OC)CCOCC1 | 0.2 | 0.2 | -2 | 8
CCOc1ccc2c(c1)s/c(=N\C(=S)NC(=O)CN1C(=O)CCC1=O)n2C | 0.0 | 0.0 | -4 | -9
COc1cc(/C=C2/SC(=Nc3ccccc3C)NC2=O)cc([N+](=O)[O-])c1O | 0.2 | -0.6 | -17 | 6
CCc1cccc2sc(N(CC3CCCO3)C(=O)c3ccccc3SC)nc12 (stereo not given) | 1.4 | 0.2 | -4 | -19
C=CCc1cc(OC)ccc1OCCOCCN1CCOCC1 | 0.8 | 0.0 | 9 | 39
COc1ccc([N+](=O)[O-])cc1NC(=O)CCCOc1ccccc1 | 0.1 | -0.1 | 1 | -4
O=C1CSC2(C(=O)N(CN3CCOCC3)c3ccccc32)N1c1ccc(F)cc1 (stereo not given) | 1.7 | 0.1 | 7 | 6
CCC(C)c1ccccc1OCCCNCCO (stereo not given) | -2.5 | 0.4 | 13 | 59*
CCN1CCCC1CNc1nc(CN2CCOCC2)nc2scc(-c3ccccc3)c12 (stereo not given) | -2.5 | 0.2 | -8 | 1
COc1cccc(/C=C2\N=C(c3ccc(Cl)c(Cl)c3)OC2=O)c1OC | -1.3 | 0.4 | 11 | 3
COc1ccc(CNC(=O)Cc2cc(=O)[nH]c(=O)[nH]2)cc1 | -1.8 | 1.1 | -5 | 19
O=C(COC(=O)c1ccc(F)cc1)c1ccc(F)cc1 | -1.1 | -0.1 | -8 | 1
CC1CCc2c(sc(NC(=O)c3cc(-c4ccc(F)cc4)on3)c2C(N)=O)C1 (stereo not given) | -0.2 | -0.2 | 5 | 6
COC(=O)C1=CN(Cc2ccc(OC)c(OC)c2)C=C(C(=O)OC)C1c1ccc(OC)c(OC)c1 | -1.5 | 0.3 | 19 | -17
CN(c1cccc(NS(=O)(=O)c2ccc(Br)cc2)c1)S(C)(=O)=O | 1.2 | -0.2 | -4 | -4

The list goes on, overlapping the part above by two compounds.
molecule | GPR151 activ | FBW7 act | TEAD-YAP block | MITF primary
COC(=O)C1=CN(Cc2ccc(OC)c(OC)c2)C=C(C(=O)OC)C1c1ccc(OC)c(OC)c1 | -1.5 | 0.3 | 19 | -17
CN(c1cccc(NS(=O)(=O)c2ccc(Br)cc2)c1)S(C)(=O)=O | 1.2 | -0.2 | -4 | -4
NC(=O)C1CCN(C(=O)c2ccc3c(=O)n4c(nc3c2)CCCC4)CC1 | -0.6 | 0.0 | 3 | 13
O=C(Nc1ccccc1O)c1ccccc1I | 1.0 | 0.1 | 8 | 6
COCCN1C=C(C(=O)OC)C(c2ccc(O)cc2)C(C(=O)OC)=C1 | 0.3 | 0.1 | -2 | 0
COCCNC(=O)c1ccc2c(c1)nc(C)n2-c1ccc(F)c(F)c1 | -0.3 | 0.0 | 8 | 8
CCOc1cc(C(=O)NCc2ccccc2OC)cc(OCC)c1OCC | -0.4 | 0.0 | 1 | -6
CC1CCc2c(sc(NC(=O)c3ncn[nH]3)c2C#N)C1 (stereo not given) | 0.8 | 0.0 | 28 | 19
CCC(C)NC(=O)c1nn(-c2ccc(OC)cc2)c(=O)c2c1c1ccccc1n2C (stereo not given) | 0.2 | -0.2 | -6 | -5
Cc1ccc(NS(=O)(=O)c2ccc(NS(=O)(=O)c3ccc4c(c3)OCCO4)cc2)cc1C | -2.0 | 0.2 | 4 | 1
CCOC1(C)C(=O)c2ccc(Br)cc2N1Nc1cc(Br)ccc1C(=O)CC (stereo not given) | -0.9 | 0.5 | -3 | 12
COc1cccc(-n2c(SCC(N)=O)nc3c(oc4ccccc43)c2=O)c1 | -0.3 | 0.0 | -6 | 5
COc1ccccc1OCc1nc2ccc(-c3cn[nH]c3)cc2c(=O)[nH]1 | -0.2 | -0.2 | -4 | 19
COCCn1nnnc1C(c1ccc(C(F)(F)F)cc1)N1CCOCC1 (stereo not given) | -0.1 | 0.1 | -14 | 1
COc1cc(Nc2nc(NC3CCC(O)CC3)nc3c2ncn3-c2ccsc2)cc(OC)c1OC (stereo not given) | 0.2 | -0.1 | 68* | 15
O=C1CSC(c2ccc(F)c(F)c2)N1c1ccc(Br)cc1 (stereo not given) | -1.7 | 0.3 | -5 | 15
CCNc1ccc(N2CCC(C(=O)NCc3cccc(C(F)(F)F)c3)CC2)nn1 | -0.2 | 0.1 | -1 | 12
O=C(COC(=O)Cc1ccc(-c2ccccc2)cc1)NC(=O)NCc1ccccc1 | 1.2 | 0.0 | 4 | -13
COc1ccc(OC)c(-c2cc(C(=O)Nc3nccs3)c3ccccc3n2)c1 | -1.2 | -0.1 | 23 | 8
Cc1cc(NC(=O)C2CC2)n(-c2ccccn2)n1 | 0.3 | -0.1 | 4 | -5
Cc1ccc2ncnc(NC(CO)C(=O)O)c2c1 (stereo not given) | -0.4 | -0.5 | 1 | 14
CC(=O)N1CCOc2cc(S(=O)(=O)NC3CCCCCC3)c(Cl)cc21 | 4.2 | 0.5 | -5 | 12
CCCNC(=O)C1CCC(Cn2c(=O)c3sccc3n(Cc3ccc(C)cc3)c2=O)CC1 (stereo not given) | 3.4 | 0.2 | 1 | -19
COc1cccc(C2C(C(=O)/C=C/c3ccco3)=C(O)C(=O)N2CCCN2CCOCC2)c1 (stereo not given) | 0.0 | 0.0 | 13 | 19
COc1ccc2c(c1OC)C(=O)N(c1ccc(Cl)c(Cl)c1)C2 | 2.3 | 0.0 | -42 | -18
CCCCN(C)CCC(=O)Nc1cc(C)cc(C)c1 | 0.2 | -0.1 | 0 | -3
COc1cc(OC)c(C(=O)N(Cc2nc(-c3ccc(C)cc3)no2)C(C)C)cc1OC | 1.0 | 0.2 | -7 | 4
COCCNC(=O)[C@@H]1C[C@H](NCc2cccc(F)c2)CN1Cc1ccccc1 | 1.0 | 0.0 | 4 | -1
CC(=O)NCCc1csc(-c2cccnc2)n1 | -1.4 | 0.0 | 2 | 18
CC(C)CC(C(=O)OCC(N)=O)N1C(=O)c2ccccc2C1=O (stereo not given) | 0.0 | -0.3 | 5 | -8
COc1ccc(OC)c(NC(=O)/C=C/c2cccc3ccccc23)c1 | -0.1 | -0.2 | 8 | 2
CCOC(=O)N1CCN(C(=O)CC2(c3ccccc3)CC(=O)N(CCCOC)C2=O)CC1 (stereo not given) | -1.3 | 0.8 | -30 | 20
CC1CCCCN1c1ncnc2ccccc12 (stereo not given) | -0.6 | -0.1 | 11 | -13
c1ccc(-n2nnnc2SCSc2nnnn2-c2ccccc2)cc1 | 0.8 | -0.1 | -2 | -11
C=CCOc1ccc(C(Nc2ccccn2)c2ccc3ccc(C)nc3c2O)cc1 (stereo not given) | 1.8 | -0.1 | 6 | 10
Cc1cc([N+](=O)[O-])ccc1NC(=O)c1cc(Br)ccc1Cl | 0.6 | 0.5 | 10 | 11
Nc1nnc(CCN2C(=O)CSC2=O)s1 | 0.2 | -0.4 | -2 | -8
CCCNC(=O)c1nn2c(C(F)(F)F)cc(-c3ccc(Cl)cc3)nc2c1Cl | -1.7 | -0.1 | -5 | 11
N#C/C(=C\c1ccccc1)c1ccccn1 | -2.1 | 0.2 | -31 | 10
COc1cc(OC)c(OC)cc1/C=N/N1CCN(Cc2ccccc2)CC1 | -0.1 | -0.2 | 10 | 6
CC(=O)c1cccc(NC(=O)CN(C)S(=O)(=O)c2cccc3cccnc23)c1 | -0.3 | 0.8 | -2 | 9
Cn1c(=O)c(C(=O)NCc2ccc(F)cc2)c(O)c2ccccc21 | 1.2 | -0.1 | 2 | 7
CCCC(c1nnnn1Cc1ccc(OC)cc1)N1CCN(C(=O)c2ccco2)CC1 (stereo not given) | -0.1 | 0.0 | -10 | 10
NC(=O)c1ccc(NC(=O)COC(=O)Cc2ccc(Cl)cc2)cc1 | 0.8 | 0.0 | 3 | 10
C/C(=N/NC(=O)COc1ccccc1)c1ccc(C)cc1 | 0.7 | -0.1 | -6 | -4
Oc1cccc(C=Nc2ccc(Br)cc2)c1O | 3.2 | -0.2 | -6 | -14
Nc1cc(N2CCCCC2)c(Cl)cc1[N+](=O)[O-] | 2.4 | 0.0 | 8 | 2
COC(=O)N/N=C/c1cc(C)n(-c2ccccc2)c1C | 0.6 | 0.0 | -16 | 7
O=C1CS/C(=N\C(=O)NCc2noc3ccccc23)N1 | -0.7 | 0.0 | -9 | -2
COc1ccccc1CCn1cc(C#N)c(=O)[nH]c1=O | 2.3 | -0.2 | -4 | 8
COc1ccc(C[C@@H]2NC(=O)[C@H]3CN(Cc4cnn(-c5ccccc5)c4)CCN3C2=O)cc1 | 1.6 | -0.3 | 4 | 15
O=C(c1c[nH]c2ccc(Br)cc12)C(F)(F)F | 1.7 | 0.2 | 2 | 3
CN1CCN(C(=S)Nc2ccc(Nc3ccccc3)cc2)CC1 | -0.4 | -0.2 | -5 | -2
CC(C(=O)N1c2ccccc2CC1C)N1C(=O)N(C)C(C)(C)C1=O (stereo not given) | -0.2 | 0.4 | -6 | 29
N#Cc1c(-c2cccs2)cc(C2CC2)nc1SCC(N)=O | 1.0 | -0.1 | 4 | -10
O=C(Nc1ccccc1C(=O)N1CCOCC1)c1ccccc1 | -1.9 | 0.0 | 0 | -13
COc1ccc(CCNC(=O)N2c3ccccc3Sc3ccccc32)cc1OC | -0.1 | -0.1 | 6 | -7

Gathered by group, the compounds so far containing bromine
molecule | GPR151 activ | FBW7 act | TEAD-YAP block | MITF primary
CN(c1cccc(NS(=O)(=O)c2ccc(Br)cc2)c1)S(C)(=O)=O | 1.2 | -0.2 | -4 | -4
CCOC1(C)C(=O)c2ccc(Br)cc2N1Nc1cc(Br)ccc1C(=O)CC (stereo not given) | -0.9 | 0.5 | -3 | 12
O=C1CSC(c2ccc(F)c(F)c2)N1c1ccc(Br)cc1 (stereo not given) | -1.7 | 0.3 | -5 | 15
Cc1cc([N+](=O)[O-])ccc1NC(=O)c1cc(Br)ccc1Cl | 0.6 | 0.5 | 10 | 11
Oc1cccc(C=Nc2ccc(Br)cc2)c1O | 3.2 | -0.2 | -6 | -14
O=C(c1c[nH]c2ccc(Br)cc12)C(F)(F)F | 1.7 | 0.2 | 2 | 3
